Bioassay records from PubChem.
IDE inh = inhibitors of human insulin-degrading enzyme in cells; AID 434962; inhibition, % at 5.59 µM; actives 0.41% (n = 320,000); P14735; HEK cells, FAbetaB cleavage, fluorescence polarization;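 active means percent inhibition above the average of all tested compounds plus 3 SD, set per screening campaign, cut at about 16% in these data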;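 further: IDE supplied by intact live HEK cells; FP after avidin binding of uncleaved biotin substrate so inhibition keeps polarization high; 0% = DMSO wells and 100% = 60 µM reference IDE inhibitor Ii1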
Target sequence (P14735 whole entry, looked up): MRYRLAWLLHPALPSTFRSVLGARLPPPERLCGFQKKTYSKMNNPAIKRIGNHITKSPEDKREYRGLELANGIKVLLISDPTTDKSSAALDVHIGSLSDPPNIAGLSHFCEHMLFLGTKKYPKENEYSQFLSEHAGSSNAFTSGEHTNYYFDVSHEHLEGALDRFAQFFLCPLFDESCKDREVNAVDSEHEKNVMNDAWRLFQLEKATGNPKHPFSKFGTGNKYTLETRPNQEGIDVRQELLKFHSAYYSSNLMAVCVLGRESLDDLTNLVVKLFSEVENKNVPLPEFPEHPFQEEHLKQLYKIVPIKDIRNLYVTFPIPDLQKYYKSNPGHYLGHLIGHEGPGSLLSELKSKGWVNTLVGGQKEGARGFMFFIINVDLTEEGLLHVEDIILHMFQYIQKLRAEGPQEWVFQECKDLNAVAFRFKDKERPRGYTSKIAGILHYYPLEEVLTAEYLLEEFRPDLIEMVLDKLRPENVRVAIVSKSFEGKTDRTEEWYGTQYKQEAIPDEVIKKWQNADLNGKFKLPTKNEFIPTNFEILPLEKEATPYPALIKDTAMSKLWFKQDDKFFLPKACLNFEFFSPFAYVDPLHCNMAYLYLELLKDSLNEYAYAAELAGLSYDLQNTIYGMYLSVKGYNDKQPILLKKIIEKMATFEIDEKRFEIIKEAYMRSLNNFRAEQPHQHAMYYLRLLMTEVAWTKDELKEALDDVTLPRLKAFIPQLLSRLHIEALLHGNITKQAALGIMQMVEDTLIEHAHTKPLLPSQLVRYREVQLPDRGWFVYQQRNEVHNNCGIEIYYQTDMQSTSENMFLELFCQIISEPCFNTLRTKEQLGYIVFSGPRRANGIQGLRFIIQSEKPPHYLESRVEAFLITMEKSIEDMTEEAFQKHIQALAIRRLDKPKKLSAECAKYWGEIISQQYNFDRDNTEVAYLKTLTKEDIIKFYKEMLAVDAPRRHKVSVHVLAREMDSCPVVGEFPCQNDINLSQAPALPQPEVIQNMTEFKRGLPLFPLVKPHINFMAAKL
CHRM4 antagonist = blocks acetylcholine activation of human M4 receptor; CHO-hM4 cells, ACh EC80, Fluo-8 calcium fluorescence; inhibition, % at 3 µM; actives 0.73% (n = 360,000); AID 624125;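 active means inhibition above its plate's cutoff, the mean inhibition of sample wells plus 3 SD, cut at about 27% in these data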;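 further: 0% = acetylcholine EC80 with DMSO and 100% = DMSO without agonist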
CHRM5 antagonist = blocks acetylcholine activation of human M5 receptor; P08912; CHO-hM5 cells, Fluo-8 calcium fluorescence, ACh EC80; actives 0.59% (n = 360,000); inhibition, % at 3 µM;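 active means inhibition above a per-plate cutoff, the mean of that plate's test compounds plus 3 SD, cut at about 27% in these data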;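 further: 0% = acetylcholine EC80 with DMSO and 100% = DMSO without agonist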
CRFBP-R2 block = blocks CRF-induced signaling of the CRF-BP/CRF-R2 complex. HEK293 CRF-R2/CRF-BP, CRF-induced calcium fluorescence. inhibition, % at 11.8 µM. actives 0.59% (n = 350,000). AID 588475;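 active means inhibition of the ligand-induced calcium signal above about 50% at the single tested concentration, limit read from the data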
M5 PAM = positive allosteric modulators of human muscarinic M5 receptor. P08912. CHO-K1 hM5, Fluo-8 calcium, ACh EC20 PAM; 0% = ACh EC20, 100% = ACh EC100. activation, % at 3 µM. actives 0.3% (n = 360,000). AID 624038;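 active means activation above the run cutoff, the mean activation of all test compounds plus 3 SD, cut at about 18% in these data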
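system = human M5 receptor in CHO-K1 cells | reagent = EC20 acetylcholine as agonist stimulus | compound dosing = single-point, 3 µM nominal | incubation = Fluo-8 loading 80 min at 37 °C plus 30 min room temperature | detection = Fluo-8 calcium dye fluorescence, kinetic read | benchmarks = low control EC20 acetylcholine (0%), high control EC100 acetylcholine (100%)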
CRFR2-BP ag = agonists of human CRF-binding protein/CRF-R2 receptor complex; HEK293 CRF-R2/CRF-BP, calcium dye fluorescence (FLIPR); percent of saturating CRF peptide response; activation, % at 13.2 µM; actives 0.46% (n = 350,000); AID 588473;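 active means activation of at least 50%, plus an integration ratio under a set limit after plate pattern correction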;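 further: plate controls were neutral control wells without compound for no effect and CRF at EC100 for full effect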
CHRM4 agonist = agonists of human muscarinic M4 receptor (CHRM4) | AID 624127 | actives 0.14% (n = 360,000) | CHO-K1 hM4/Gqi5, Fluo-8 calcium fluorescence; vehicle 0%, full acetylcholine response 100% | activation, % at 3 µM;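 active means activation above the run mean over all test wells plus 3 SD, cut at about 32% in these data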;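 further: peak over basal fluorescence ratio per well then scaled between controls; 0% = DMSO wells and 100% = acetylcholine at EC100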
M5 ag = agonists of human muscarinic M5 receptor (CHRM5); CHO-K1 hM5 cells, Fluo-8 calcium fluorescence; 0% DMSO wells, 100% maximal acetylcholine response; AID 624037; activation, % at 3 µM; actives 0.19% (n = 360,000);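 active means activation above the run's mean over test compounds plus 3 SD, cut at about 23% in these data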;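 further: signal is peak over basal fluorescence ratio across the kinetic read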
M4 PAM = positive allosteric modulators of human muscarinic M4 receptor; P08173; CHO-K1 hM4/Gqi5, Fluo-8 calcium fluorescence, ACh EC20; 0% = ACh EC20, 100% = maximal ACh; activation, % at 3 µM; actives 0.4% (n = 360,000); AID 624126;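 active means activation above its plate's cutoff, the mean activation of sample wells plus 3 SD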; further: some results filed as inactive read as strong as hits
Active calls of the source: *; · = no result given.

Compound	IDE inh	CHRM4 antagonist	CHRM5 antagonist	CRFBP-R2 block	M5 PAM	CRFR2-BP ag	CHRM4 agonist	M5 ag	M4 PAM
O=C(NCCCCNC(=O)c1ccccc1F)c1ccccc1F	2	-10	10	-5	-3	0.9	1	4	1
Cc1cc(OCC(=O)NCC(O)c2ccccc2)c2c(C)c(C)c(=O)oc2c1 (configuration not stated)	10	3	11	-3	-4	-1.3	-1	-1	2
c1cc(-c2cc3c(o2)CCCC3OCCN2CCOCC2)cs1 (configuration not stated)	·	10	-10	·	-2	·	2	-6	-6
COc1ccc(C(NC(=O)CC(C)C)c2c(O)ccc3ccccc23)cc1 (configuration not stated)	3	-19	-14	-2	9	-0.7	1	1	-3
COc1cccc(C(NC(C)=O)c2nc(-c3csc4ccccc34)cs2)c1 (configuration not stated)	·	7	5	·	-3	·	3	0	-1
Cc1cc(C)c(NC2=NS(=O)(=O)c3ccccc32)c(C)c1	2	9	-3	-1	3	-1.0	2	2	3
CC(C)CC(OC(=O)c1ccco1)C(=O)NC1CCCC1 (configuration not stated)	-3	-4	-4	5	7	1.0	1	-2	1
CC(C)CC(c1nnnn1CCc1ccccc1)N1CCN(C(=O)c2ccco2)CC1 (configuration not stated)	3	6	-3	-6	1	-1.3	0	-11	-4
COCCNC(=O)NC(=O)COC(=O)c1cc([N+](=O)[O-])ccc1Sc1nc(C)cs1	4	4	-5	7	-5	-2.3	2	-1	-5
Cc1cc(C)cc(NC(=O)CSc2ccccc2)c1	-1	-12	-1	3	2	-1.6	-1	-7	5
O=c1[nH]c(CSc2nnc(-c3ccccc3)n2-c2ccccc2)nc2ccccc12	3	-11	2	10	17	-1.5	2	6	15
CCCCN(Cc1ccccc1)C(=O)CCN1C(=O)C2C3C=CC(C3)C2C1=O (configuration not stated)	-1	-8	5	-9	1	-2.3	4	4	13
COc1ccccc1OCC(=O)NCC1CCCN(Cc2cnn(C)c2C)C1 (configuration not stated)	4	-9	5	-10	1	0.1	1	-3	7
COc1ccc(OC)c(S(=O)(=O)N2CCCC(C(=O)N3CCC(C(N)=O)CC3)C2)c1 (configuration not stated)	5	0	7	5	-1	-1.0	0	1	6
CCOc1ccc(N(CC(=O)Nc2ccc(C)c(C)c2)S(C)(=O)=O)cc1	-2	-11	-13	-2	14	-1.4	2	2	3

Full records, looked up by structure:
Entry for COc1ccc(OC)c(S(=O)(=O)N2CCCC(C(=O)N3CCC(C(N)=O)CC3)C2)c1 (configuration not stated) → IDE inh: 5; CHRM4 antagonist: 0; CHRM5 antagonist: 7; CRFBP-R2 block: 5; M5 PAM: -1; CRFR2-BP ag: -1.0; CHRM4 agonist: 0; M5 ag: 1; M4 PAM: 6
Entry for CC(C)CC(OC(=O)c1ccco1)C(=O)NC1CCCC1 (configuration not stated) → IDE inh: -3; CHRM4 antagonist: -4; CHRM5 antagonist: -4; CRFBP-R2 block: 5; M5 PAM: 7; CRFR2-BP ag: 1.0; CHRM4 agonist: 1; M5 ag: -2; M4 PAM: 1

Reprinted from above (4 entries):
Compound	IDE inh	CHRM4 antagonist	CHRM5 antagonist	CRFBP-R2 block	M5 PAM	CRFR2-BP ag	CHRM4 agonist	M5 ag	M4 PAM
CCCCN(Cc1ccccc1)C(=O)CCN1C(=O)C2C3C=CC(C3)C2C1=O (configuration not stated)	-1	-8	5	-9	1	-2.3	4	4	13
COc1ccccc1OCC(=O)NCC1CCCN(Cc2cnn(C)c2C)C1 (configuration not stated)	4	-9	5	-10	1	0.1	1	-3	7
COc1ccc(OC)c(S(=O)(=O)N2CCCC(C(=O)N3CCC(C(N)=O)CC3)C2)c1 (configuration not stated)	5	0	7	5	-1	-1.0	0	1	6
CCOc1ccc(N(CC(=O)Nc2ccc(C)c(C)c2)S(C)(=O)=O)cc1	-2	-11	-13	-2	14	-1.4	2	2	3

Following part:
Compound	IDE inh	CHRM4 antagonist	CHRM5 antagonist	CRFBP-R2 block	M5 PAM	CRFR2-BP ag	CHRM4 agonist	M5 ag	M4 PAM
Cc1cnc2nc(-c3ccccc3)ccc2c1	·	-10	-10	·	11	·	0	1	8
Fc1ccccc1-c1nc2c(s1)CCc1onc(-c3ccc(Br)cc3)c1-2	1	1	12	27	-6	-0.6	1	2	3
CCCOc1ccc(NC(N)=O)cc1OCCC	2	6	2	21	0	-0.4	0	0	1
CCN(CC)C(=O)CC(c1ccc(OC)cc1)c1c(O)cc(OC)cc1OC (configuration not stated)	-3	-8	7	4	3	-2.9	1	-7	14
COc1ccccc1CCNC(=O)C1CCC(=O)N(C2CC2)C1 (configuration not stated)	0	1	3	10	0	-0.7	1	-2	-4
O=C(Cc1ccc(S(=O)(=O)N2CCOCC2)s1)Nc1ccc2c(c1)CCC2	3	-3	-2	1	-5	-0.3	6	-7	0
O=C1NC[C@H](Cc2ccccc2)N(C[C@@H]2CCCN2C[C@H](Cc2ccc(O)cc2)N2C[C@H](Cc3ccc(O)cc3)N(CC3CCCCC3)C(=O)C2=O)C1=O	·	-1	-5	·	1	·	0	-1	7
O=C(NCc1cccs1)c1nc2ncccn2n1	1	-4	-1	4	-2	0.6	0	0	4
CCOC(=O)c1c(C)[nH]c(C(=O)OCCOc2ccccc2C)c1C	·	-2	1	-45	-6	2.2	1	-2	-7
COc1ccc(Cl)cc1NC(=O)c1cnccn1	2	-4	-7	7	10	-0.4	0	-1	5
NC(=O)C1CC(=O)N(c2ccc(OCC(=O)Nc3ccccc3F)cc2)C1 (configuration not stated)	-2	-5	12	-4	-1	0.4	1	2	10
Cc1ccc(OC2=NS(=O)(=O)c3ccccc32)cc1	4	-8	-12	3	2	-0.4	1	3	13
Cc1ccccc1NS(=O)(=O)c1ccc(C(=O)NCCCN2CCCC2=O)cc1	3	0	18	1	-7	-0.6	4	-2	3
Cc1cc(Cl)ccc1OCC(=O)N(Cc1cccs1)C1CCS(=O)(=O)C1 (configuration not stated)	6	-20	9	2	2	-1.1	8	-1	-7
CSc1ncc(C(=O)Nc2ccc(C)cc2C)c(C)n1	2	3	0	-3	1	0.0	1	0	-1

Remaining list, next part:
Every second line gives: IDE inh | CHRM4 antagonist | CHRM5 antagonist | CRFBP-R2 block | M5 PAM | CRFR2-BP ag | CHRM4 agonist | M5 ag | M4 PAM
CCCCNC(=O)C(=O)NCc1ccncc1
    2 | 4 | 8 | 1 | -3 | -0.7 | 0 | 1 | 0
Cc1cc(C)n(-c2ccc(OCC(=O)O)nn2)n1
    10 | 2 | -6 | 11 | 11 | -1.3 | 1 | -1 | 18
O=C(Cn1cnc([N+](=O)[O-])c1)c1ccc(Cl)cc1
    0 | 7 | 14 | -4 | -2 | -2.8 | 0 | 0 | -2
c1ccc(CSc2ccc(-c3cccs3)nn2)nc1
    4 | -2 | -4 | -7 | 8 | 0.8 | 2 | 0 | -10
CCOC(=O)C1CCCN(C(=O)c2sc(-c3ccccc3)nc2C)CC1 (configuration not stated)
    · | -16 | -1 | · | -3 | · | 4 | -1 | -2
COc1ccc(CNCCSc2nnnn2C)c(OC)c1OC
    0 | 7 | 5 | -9 | 7 | 0.6 | 0 | -1 | -1
Cc1ccccc1NC(=O)CCNS(=O)(=O)c1cccc2nsnc12
    2 | -14 | -5 | 7 | 5 | 4.2 | 2 | 0 | 2
CCOc1ccc(C(=O)c2cc([N+](=O)[O-])ccc2Cl)cc1
    1 | 1 | 1 | 10 | -4 | 0.4 | -2 | -8 | -2
O=C(COC(=O)c1cccc(F)c1)Nc1ccc2c(c1)OCCO2
    1 | -4 | -2 | 9 | -3 | -1.2 | 4 | 7 | 10
CC(C)OC(=O)CSc1nnc(-c2ccc(Cl)cc2)n1N
    4 | 10 | 1 | -8 | 0 | -1.7 | 1 | -1 | -7
CCOC(=O)c1ccc(NC(=O)N2CCN(C3CCCCC3)CC2)cc1
    12 | -2 | 3 | -12 | -3 | -1.5 | 2 | -7 | 1
COCCCNC(=O)CCN1N=C(c2ccccc2)CCC1=O
    -2 | 15 | 5 | -14 | -4 | 2.5 | 7 | 2 | -5
COc1cc(-c2c(C#N)c(N)nc3c2CCCC3)ccc1O
    1 | 0 | 4 | 4 | 7 | -1.4 | 2 | -3 | -3
CCOc1ccc(N(CC(=O)Nc2ccc(C)c(C)c2)S(=O)(=O)c2c(C)noc2C)cc1
    2 | 0 | 6 | -16 | -15 | 2.5 | 9 | -1 | -9
Cc1ccc(C)c(S(=O)(=O)N2CCCC2CNC(=O)C(=O)Nc2ccccc2)c1 (configuration not stated)
    · | 0 | 11 | 17 | -4 | 0.1 | 9 | -1 | 1
COc1ccc(-c2nc3ccccc3n2Cc2ccc(C)cc2)cc1
    1 | 7 | 10 | 20 | -1 | 3.9 | -2 | -9 | 4
Cc1ccc(OCc2nnc(SCC(N)=O)n2N)cc1
    2 | 6 | -2 | 4 | 6 | -1.0 | 0 | -4 | -2
Cc1cc(C)cc(CC2CC(=O)N(c3cc(C)on3)C2=O)c1 (configuration not stated)
    0 | -3 | -5 | -9 | 3 | -1.3 | -1 | -3 | -7
COc1ccc(CC(=O)NC(C)c2ccc3ccccc3c2)cc1 (configuration not stated)
    6 | 4 | 3 | 1 | 5 | 0.6 | -1 | 1 | 0
Nc1ccc(-n2c(N)c(C(=O)NCc3ccc4c(c3)OCO4)c3nc4ccccc4nc32)cc1
    8 | 11 | 12 | 7 | -3 | -1.4 | 5 | -3 | 1
O=C(Nc1cccc(O)c1)c1noc2c1CCc1ccccc1-2
    2 | 2 | 11 | -26 | -8 | 0.0 | 2 | -2 | -4
COc1ccc(S(=O)(=O)N2CCCCC2c2cc(C(=O)Nc3ccccc3)no2)cc1 (configuration not stated)
    · | -7 | 0 | · | 1 | · | 0 | -2 | -1
COCCCNC(=O)CSc1nc2ccccc2c(=O)n1CCc1ccc(S(N)(=O)=O)cc1
    -2 | 7 | 10 | -2 | -9 | 1.1 | 14 | 4 | -9
CN(CC(=O)Nc1ncn[nH]1)S(=O)(=O)c1cc(Cl)ccc1Cl
    -3 | -7 | -4 | 9 | -2 | -1.1 | 1 | -4 | 7
Cc1ccc(S(=O)(=O)N2CCOCC2)cc1NC(=O)COC(=O)c1ccc(Cl)s1
    8 | -14 | 3 | -1 | 3 | -0.8 | 5 | 2 | 3
OC(COc1ccc(Br)cc1)CN1CCCC1 (configuration not stated)
    -1 | 7 | 11 | 3 | -5 | 8.1 | 2 | -7 | -1
COc1ccccc1CNC(=O)C(NC(=O)c1ccc(C)cc1)C(C)C (configuration not stated)
    5 | -7 | -4 | -1 | -2 | 1.3 | 0 | -4 | -1
Cc1ccc(C(=O)Nc2ccc(S(=O)(=O)Nc3ncccn3)cc2)cc1[N+](=O)[O-]
    · | 7 | 11 | 5 | 3 | 5.8 | 0 | -2 | -6
O=C(CN(C(=O)c1csnn1)c1cccc(F)c1)NCc1ccc2c(c1)OCO2
    0 | 1 | -8 | 48 | 7 | 0.0 | 1 | -1 | 1
CC(Sc1nncs1)C(=O)Nc1ccc(S(=O)(=O)Nc2ncccn2)cc1 (configuration not stated)
    0 | -3 | -2 | 7 | 12 | 0.0 | 1 | -1 | 8
